Assay outcomes from PubChem BioAssay.
Eya2 phos inh: Eya2 (human) phosphatase inhibition. O00167. 330,000 compounds, 0.006% hits. recombinant Eya2, OMFP fluorescence dephosphorylation (OMFP is methylfluorescein phosphate). Potency, µM (top dose mostly 76.9 µM), without a hit: top-dose activity, negative = inhibition, actives largely listed as inhibitors; further: potency means the concentration at half of the fitted maximal effect; on the % scale 0 is the no-effect control and ±100 the full control effect
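Eya2 (0.2 uM) preincubated 10 min at ambient with compound, then OMFP substrate added at 50 uM; 10 min reaction in 50 mM HEPES pH 7.5, 50 mM NaCl, 5 uM MgCl2, 0.05% BSA, 1 mM DTT. Fluorescence read at Ex 485/Em 525 nm.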
TCR act: activators of T cell receptors. AID 504894. primary human leukocytes, anti-CD3, IL-2 HTRF, 48 h. Potency, µM (titrated, usually from 9.22 µM), inactives show at the highest dose activation of IL-2 secretion, usual class: activators. 330,000 tested, under 10 active; further: % of control where 0% means no effect
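48 hr co-incubation of compounds, a-CD3 beads and primary human leukocytes; IL-2 quantified homogeneously by HTRF with anti-IL-2 K and d2 conjugates.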
ELG1 DNA repair: inhibitors of ELG1-dependent DNA repair in HEK293T cells; HEK293T ELG1-luciferase reporter, luminescence, 16 h; DNA damage induced by 5-fluorouridine; Potency, µM (titrated, usually from 46.1 µM), inactives show at the highest dose activity change, negative = inhibition, actives largely listed as inhibitors; 330,000 compounds, 2.3% hits; AID 504467; further: potency means the concentration at half of the fitted maximal effect; on the % scale 0 is the no-effect control and ±100 the full control effect; nearly all actives have a fitted effect of over 55% in size
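5-Fluorouridine DNA damage + compound/DMSO, 2,000 cells/well, 16 h, 37 °C/5% CO2. ONE-Glo, 30 min RT, luminescence. Readout = decrease in reporter signal.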
B2AR arrestin: beta2AR (human) beta-arrestin recruitment activity | beta-arrestin recruitment to beta2AR, cell-based reporter | 330,000 compounds, 0.02% hits | Potency, µM (series often up to 46.1 µM), for the others: at the top dose activation, hits mostly activators;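 further: potency means the concentration at half of the fitted maximal effect; 0% = DMSO controls and full agonism = EC100 isoproterenol or metaproterenol; nearly all actives have a fitted effect of over 65% in size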
TSHR antag: blocks TSH signaling through the human TSH receptor. P16473. TSHR-expressing cells, TSH-stimulated cAMP HTRF, 2 h; stronger effect = lower value. 330,000 compounds, 0.2% hits. activity change, negative = inhibition, % at 11.5 µM;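 active means activity change below a set negative limit, meaning inhibition stronger than a set level, cut at about -70% in these data; inconclusive means activity change between two set negative limits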; further: on the % scale 0 is the no-effect control and ±100 the full control effect
Target sequence (P16473 whole entry, looked up): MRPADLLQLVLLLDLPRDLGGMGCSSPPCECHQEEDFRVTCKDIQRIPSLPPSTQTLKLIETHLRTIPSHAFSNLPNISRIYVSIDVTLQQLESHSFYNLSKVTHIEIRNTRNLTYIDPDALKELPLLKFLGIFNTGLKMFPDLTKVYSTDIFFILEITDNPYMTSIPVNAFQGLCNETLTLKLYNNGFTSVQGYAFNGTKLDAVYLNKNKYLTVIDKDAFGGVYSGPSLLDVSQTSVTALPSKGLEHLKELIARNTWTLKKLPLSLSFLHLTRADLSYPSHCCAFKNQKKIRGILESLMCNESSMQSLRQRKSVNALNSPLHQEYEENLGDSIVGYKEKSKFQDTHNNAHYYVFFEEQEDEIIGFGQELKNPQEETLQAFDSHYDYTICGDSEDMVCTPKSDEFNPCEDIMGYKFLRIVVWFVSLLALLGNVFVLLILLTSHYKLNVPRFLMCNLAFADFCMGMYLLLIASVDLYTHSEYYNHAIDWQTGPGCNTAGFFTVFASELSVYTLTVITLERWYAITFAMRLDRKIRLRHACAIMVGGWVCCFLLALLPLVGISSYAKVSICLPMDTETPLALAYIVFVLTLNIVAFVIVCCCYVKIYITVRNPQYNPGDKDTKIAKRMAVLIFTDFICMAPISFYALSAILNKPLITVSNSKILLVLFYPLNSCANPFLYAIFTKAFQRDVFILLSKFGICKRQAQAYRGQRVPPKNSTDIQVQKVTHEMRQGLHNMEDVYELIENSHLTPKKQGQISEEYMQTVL
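Read-out is FRET at 665 nm (cryptate excitation 337 nm) from a cryptate-tagged anti-cAMP antibody, competed by cell cAMP against cAMP-d2. Compounds are tested on freshly harvested TSHR cells challenged with 4nM TSH (EC80) for 2 hours at 37 deg C.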
USP2a inh: inhibitors of human ubiquitin-specific protease USP2a. O75604. USP2 core, Ub-CHOP2 coupled fluorogenic reporter, 485/531. Potency, µM (top dose mostly 38.3 µM), for the others: at the highest dose activity change, negative = inhibition, actives largely listed as inhibitors. 330,000 compounds, 0.01% hits. AID 463254;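 further: potency means the concentration at half of the fitted maximal effect; plate controls were DMSO wells for no effect and full inhibition by NEM control for full effect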
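USP2 core (10nM final) preincubated 30min RT with compound in 20mM Tris-HCl pH 8.0, 2mM CaCl2, 2mM beta-mercaptoethanol, 0.05% CHAPS; 25nM Ub-CHOP2 plus 25nM reporter substrate added, fluorescence (Ex485/Em531) read after 60min.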
TSG101-PTAP inh: blocks PTAP/TSG101 interaction to inhibit HIV-1 budding | Q99816 | Fluorescence polarization, FITC-PTAP peptide / Tsg101 binding | Potency, µM (titrated, usually from 115 µM), for the others: at the highest dose activity change, negative = inhibition, actives largely listed as inhibitors | 340,000 tested, under 10 active | AID 493005; active means well fitted inhibition curve with a large enough effect in the main read-out, with a control signal flat, not every such curve was filed as active; inconclusive means small, poorly fitted or top-dose-only effect, or effect the other way, or a change in a side signal; inactive means no such curve, though single readings can be large or run the other way; further: potency means the concentration at half of the fitted maximal effect; % of control where 0% means no effect
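Fluorescence anisotropy tracks displacement of a FITC-tagged PTAP peptide (50 nM) from the Tsg101 binding domain (10 uM), following a 20 min room-temperature incubation at pH 7.5.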
Mito fusion act: inhibitors of mitochondrial division or activators of mitochondrial fusion. 320,000 compounds, 0.23% hits. AID 485298. S. cerevisiae fusion-defective mutant growth rescue, CellTiterGlo 48 h. Potency, µM (series often up to 46.1 µM), without a hit: at the highest dose growth rescue (activation), hits mostly activators;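 further: potency means the concentration at half of the fitted maximal effect; % of control where 0% means no effect; nearly all actives have a fitted effect of over 45% in size; temperature-sensitive fusion mutants such as fzo1-1 at 37 °C on non-fermentable ethanol glycerol medium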
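S. cerevisiae fusion-defective temperature-sensitive mutants (e.g. fzo1-1, mgm1-5) grown 48 h at 37C in YPEG (ethanol/glycerol non-fermentable) medium with 23 nl compound per well; growth rescue read as CellTiterGlo luminescence.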
Tb PFK block: T. brucei PFK enzyme inhibition; AID 485367; T. brucei PFK, ADP-Glo luminescence; Potency, µM (top dose mostly 57.5 µM), for inactives: at the highest dose activity, negative = inhibition, hits mostly inhibitors; O15648; 330,000 compounds, 0.17% hits;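 further: potency means the concentration at half of the fitted maximal effect; 0% = uninhibited 1x PFK enzyme wells and -100% = no-enzyme wells; nearly all actives have a fitted effect of over 60% in size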
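PFK 1.25 nM, F6P 0.5 mM, ATP 0.1 mM, 0.1 M TEA pH 8.0, 5 mM MgCl2, 0.01% Tween20, 0.1% BSA; 45 min RT. ADP-Glo readout. qHTS titration up to 57 uM; curves fitted, compounds curve-classed.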
uPA generation: inhibitors of cell surface uPA generation; AID 540303; 330,000 compounds, 0.31% hits; Potency, µM (series often up to 38.3 µM), for the others: top-dose activity change, negative = inhibition, hits mostly inhibitors; cell surface uPA generation assay, qHTS; active means well fitted inhibition curve with a large enough effect; inconclusive means small, poorly fitted or top-dose-only effect; inactive means no such curve, though single readings can be large or run the other way; tested in mouse RAW 264.7 cells; further: potency means the concentration at half of the fitted maximal effect; on the % scale 0 is the no-effect control and ±100 the full control effect; nearly all actives have a fitted effect of over 55% in size
Chronic BCR inh: blocks chronic active B-cell receptor signaling; ABC-DLBCL IkBa-CBG/CBR reporter, luminescence ratio, 4 h; Potency, µM (titrated, usually from 46.1 µM), inactives show at the top dose ratio change, negative = lower green/red ratio, usual class: inhibitors; 340,000 compounds, 0.05% hits; AID 493014; active means well fitted inhibition curve with a large enough effect in the signal ratio, with a control signal flat, not every such curve was filed as active; inconclusive means small, poorly fitted or top-dose-only effect, or effect the other way, or a change in a side signal; the % refers to the signal ratio;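 further: potency means the concentration at half of the fitted maximal effect; plate controls were basal doxycycline-induced cells for no effect and cells given 10 µM MG132 for full effect; MG132 reads +100%, hits lower the ratio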
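TMD8 ABC-DLBCL cells carrying doxycycline-inducible green luciferase fused to IkappaBalpha plus unfused red luciferase were exposed to compounds (up to 46 uM) for 4 hrs at 37C. Activity came from the overlap-corrected green/red luminescence ratio.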
An asterisk follows results filed as active; ? = inconclusive; . = no result given; [ ] = remark or other dose. Unless noted, the call rests on the fitted dose curve; in most records, active means well fitted curve in the direction sought with a large enough effect; inconclusive means small, poorly fitted or top-dose-only effect, or another doubt; inactive means no such curve, though single readings can be large; an effect the other way counts as inactive or inconclusive. Rows are unselected. Share with any hit: about 3%.

Molecule	TSG101-PTAP inh	USP2a inh	uPA generation	TSHR antag	Mito fusion act	Tb PFK block	ELG1 DNA repair	TCR act	Chronic BCR inh	B2AR arrestin	Eya2 phos inh
CN(CC(=O)NCC1COc2ccccc2O1)S(=O)(=O)c1ccc(Cl)cc1 (configuration not stated)	0%	0%	0%	-2	.	7%	-9%	5%[46.1 µM]	?	0.2%	-7%
CCOc1ccc(NC(=O)CCn2nc(C)c(S(=O)(=O)N3CCCCC3)c2C)cc1	-2%	3%	2%	2	-2%	2%	1%	0%	-2%	0.2%	11%
O=C(c1cccc(Cl)c1)N1CCN(C2CCCCC2)CC1	-2%	-4%	-14%	31	5%	-8%	-1%	-3%	3%	-0.1%	0%
CCNC(=O)OCCC12CC3CC(CC(C3)C1)C2	0%	5%	6%	-33	-13%	6%	?	2%[46.1 µM]	-11%	-0.5%	-4%
Cc1nn(C)c(C)c1S(=O)(=O)N(CC(=O)NCCCN1CCC(C)CC1)c1ccc(C(C)C)cc1	-10%	2%	-2%	16	1%	-22%	?	0%	0%	0.4%	-4%
Cn1nccc1C(=O)Nc1cccc(C(F)(F)F)c1	-1%	0%	-13%	-5	1%	-12%	1%	5%	-1%	-0.1%	11%
Cc1ccc(NC(=O)C2=CC(c3cccs3)=NS(=O)(=O)N2C)cc1	1%	0%	-4%	-12	7%	-2%	4%	-5%	?	0.1%	4%
Cn1nnc2cc(NC(=O)NCc3ccc4c(c3)OCO4)ccc21	-2%	1%	-8%	11	7%	-19%	9%	10%	5%	-0.3%	0%
Cn1c(=O)c2c(ncn2CCN(CCO)Cc2ccccc2)n(C)c1=O	-18%	0%	4%	-2	3%	-1%	0%	5%	1%	-0.3%	11%
Cc1cc(OCC(=O)N2CCC(C(=O)O)CC2)c2c(C)cc(=O)oc2c1	-11%	4%	8%	-9	-1%	3%	-5%	0%	-7%	-0.7%	4%
O=C(NCCCCCNC(=O)c1cccnc1)c1cccnc1	0%	3%	-1%	12	-2%	0%	12%	1%	?	0.1%	5%
Cc1ccc2nc(N/N=C/c3ccco3)cc(C)c2c1	-2%	5%	?	-4	-1%	-4%	?	8%	?	0.0%	-6%
COC(=O)c1ccc(NC(=O)COc2cccc(-n3cnnn3)c2)cc1	-7%	0%	-4%	-9	-1%	1%	6%	-4%	-6%	0.0%	-6%
O=C(NNC(=O)c1ccccc1O)c1ccc(S(=O)(=O)Nc2ccccc2)cc1	-3%	1%	-3%	0	-1%	1%	-3%	-2%	-5%	-0.2%	-1%
N#Cc1cccc(CN2CCC(=O)N([C@H](CO)Cc3ccccc3)CC2)c1	-4%	1%	1%	5	-1%	-3%	-5%	1%	-2%	0.3%	9%
Cc1nc(C)c(C(=O)OCC(=O)NCCc2ccc(S(N)(=O)=O)cc2)s1	3%	4%	-10%	1	-5%	-4%	5%	9%	4%	0.0%	-15%
COc1ccc(C2CC(c3cccs3)=NN2C(=O)CSc2nc(=O)n3ccc(C)cc3n2)cc1 (configuration not stated)	1%	-6%	-5%	5	-6%	1%	-14%	-3%	10%	-1.2%	1%
COc1cc(/C=N/NC(=O)c2cccc(NC(=O)c3ccccc3)c2)ccc1O	-7%	0%	-2%	-38	-8%	-3%	-21%	3%	?	0.4%	-5%
OC1(c2cccc(C(F)(F)F)c2)CCNCC1	-3%	-2%	3%	1	-3%	-7%	1%	-10%	1%	-0.6%	-2%
O=C1[C@@H]2Cc3c([nH]c4ccccc34)C(c3ccccc3)N2C(=O)CN1CCO (some centres not stated)	2%	6%	10%	9	8%	4%	0%	-1%	-5%	0.1%	-1%
O=C(NN1C(=O)/C(=C/c2cc([N+](=O)[O-])ccc2O)SC1=S)c1ccccc1O	.	-1%	.	-9	11%	-7%	0%	.	-20%	0.0%	-7%
O=C1CC(C(=O)Nc2ccccc2)S/C(=N\NC(=O)c2ccccc2Cl)N1 (configuration not stated)	0%	4%	5%	-8	10%	1%	-1%	2%	-1%	-0.3%	9%
O=C(O)c1ccc(/C=N/N2CCN(C3c4ccccc4-c4ccccc43)CC2)cc1	-8%	-2%	0%	-7	-1%	3%	-4%	4%	1%	0.2%	5%
CCc1ccccc1NC(=O)N1CCc2ccccc21	-1%	0%	8%	5	7%	-5%	0%	-4%	-15%	-0.5%	21%
CS(=O)(=O)N1CCN(c2ccccc2NC(=O)Nc2cccc(Cl)c2)CC1	-11%	-1%	21%	-18	-3%	-5%	-25%	-1%	?	-3.1%	2%
CCc1ccc(NC(=O)C(C)OC(=O)c2ccc(NS(=O)(=O)c3ccc(C)c([N+](=O)[O-])c3)cc2)cc1 (configuration not stated)	-2%	-13%	-10%	-29	-3%	-3%	?	17%[46.1 µM]	?	3.1%	-3%
CCN(CC)S(=O)(=O)c1ccc(S(=O)(=O)N2CCCC2)cc1	-5%	-1%	2%	68	1%	0%	?	2%	?	-0.1%	11%
CN(C(=O)CSc1n[nH]c(-c2cccs2)n1)C1CCS(=O)(=O)C1 (configuration not stated)	0%	1%	0%	.	7%	-4%	-2%	-8%	-3%	0.1%	-1%
O=C(O)CN1C(=O)c2cccc3c(Br)ccc1c23	1%	1%	-1%	-11	2%	3%	-11%	-9%	1%	0.4%	22%
CC1(C)CC(=O)C(N=Nc2cccc(S(=O)(=O)N3CCOCC3)c2)=C(O)C1	0%	-3%	-8%	3	-9%	2%	?	-4%	-14%	0.2%	0%

Single records (already shown). Order of screens: TSG101-PTAP inh	USP2a inh	uPA generation	TSHR antag	Mito fusion act	Tb PFK block	ELG1 DNA repair	TCR act	Chronic BCR inh	B2AR arrestin	Eya2 phos inh
CCc1ccc(NC(=O)C(C)OC(=O)c2ccc(NS(=O)(=O)c3ccc(C)c([N+](=O)[O-])c3)cc2)cc1 (configuration not stated) in the list: -2%	-13%	-10%	-29	-3%	-3%	?	17%[46.1 µM]	?	3.1%	-3%
Cc1ccc(NC(=O)C2=CC(c3cccs3)=NS(=O)(=O)N2C)cc1 in the list: 1%	0%	-4%	-12	7%	-2%	4%	-5%	?	0.1%	4%

Next part:
Molecule	TSG101-PTAP inh	USP2a inh	uPA generation	TSHR antag	Mito fusion act	Tb PFK block	ELG1 DNA repair	TCR act	Chronic BCR inh	B2AR arrestin	Eya2 phos inh
Cc1ccc(NS(=O)(=O)c2ccc(C(=O)N3CCCCCC3)cc2)cc1	0%	1%	-3%	-11	1%	-6%	-6%	-6%	-6%	0.1%	-14%
COc1ccc(CC2NCCC3(O)CCCCC23)cc1 (configuration not stated)	-3%	2%	2%	19	1%	-6%	-1%	.	1%	-0.1%	-13%[15.4 µM]
CCCCN(C(=O)Cn1nnc2ccccc21)C(C(=O)NCCOC)c1ccccc1 (configuration not stated)	-7%	1%	1%	17	3%	1%	-2%	-1%[46.1 µM]	?	0.0%	-3%
COc1ccc(Nc2oc(-c3ccccc3)nc2C#N)cc1	5%	1%	-4%	-10	3%	0%	?	-1%	?	-0.2%	1%
COC1=C(Nc2ccc(O)cc2)C(=O)c2ccccc2C1=O	-3%	-2%	-7%	-5	-7%	0%	-15%	-3%[46.1 µM]	-6%	-1.1%	-3%
O=C(CC12CC3CC(CC(Br)(C3)C1)C2)NC1CCCC1	-9%	0%	0%	10	2%	0%	16%	-2%	0%	-0.2%	5%
COc1nccnc1NS(=O)(=O)c1ccc(N=Cc2c(C)[nH]n(-c3ccc(Cl)cc3)c2=O)cc1	.	1%	.	-7	-2%	0%	?	-8%[46.1 µM]	6%	0.1%	8%
